HCMV inh: qHTS Assay for inhibitors of the human cytomegalovirus (HCMV); HFF cells, HCMV-luciferase reporter, 72 h; stronger effect = lower value; activity change, negative = inhibition, % at 57.5 µM; 4.5% of 410,000 active; AID 1259415, 2018; in the data active = activity change below about -60%; inconclusive = no clear call, values can overlap the other calls; inactive = above about -39%; also: % is scaled to controls: 0 for no effect and ±100 for the full control effect
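Human foreskin fibroblasts infected with luciferase-reporter HCMV at MOI 1 PFU/cell, compounds at two doses. Luciferase measured 72 h post infection; normalized to buffer-only basal and Salinomycin (10uM) controls.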
AmpC detergent: qHTS Inhibitors of AmpC Beta-Lactamase (assay with detergent); P00811; AmpC hydrolysis of nitrocefin, absorbance 480 nm, 0.01% Triton; Potency, µM (highest dose often 114 µM), without a hit: at the top dose activity change, negative = inhibition, most hits filed as inhibitors; 0.041% of 370,000 active; AID 485294, 2010;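 also: potency is read from the fitted curve at half-maximal effect; 0% = no-compound wells and -100% = no-enzyme wells; nearly all actives have a fitted effect of over 25% in size; some results filed as inactive show a strong effect at the top dose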
Target sequence (P00811 whole entry, looked up): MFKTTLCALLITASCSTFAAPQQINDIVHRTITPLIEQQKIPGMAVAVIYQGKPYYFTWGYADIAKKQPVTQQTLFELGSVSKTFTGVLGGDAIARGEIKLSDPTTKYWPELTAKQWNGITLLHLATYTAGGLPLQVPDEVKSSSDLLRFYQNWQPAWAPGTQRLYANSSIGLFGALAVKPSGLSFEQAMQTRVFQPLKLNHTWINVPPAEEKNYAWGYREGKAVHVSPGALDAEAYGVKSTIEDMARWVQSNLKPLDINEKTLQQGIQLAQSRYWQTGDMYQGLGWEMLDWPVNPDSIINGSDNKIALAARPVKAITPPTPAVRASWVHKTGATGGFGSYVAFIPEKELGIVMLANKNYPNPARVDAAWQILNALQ
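AmpC (5.3 nM in the dispensed reagent) in 20 mM phosphate pH 7.0 with 0.01% (detergent screen) or 0.0001% Triton X-100 was preincubated with compounds for 15 min at room temperature. Nitrocefin was then added from an 800 uM solution, and hydrolysis was followed at 480 nm.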
AmpC inh no detg: qHTS Inhibitors of AmpC Beta-Lactamase (assay without detergent); P00811; AmpC nitrocefin hydrolysis, absorbance 480 nm, 0.0001% Triton; Potency, µM (titrated, usually from 57.1 µM), without a hit: top-dose activity change, negative = inhibition, hits mostly inhibitors; 0.52% of 330,000 active; AID 485341, 2010;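 also: potency is read from the fitted curve at half-maximal effect; plate controls were no compound for no effect and no enzyme for full effect; nearly all actives have a fitted effect of over 20% in size; some results filed as inactive show a strong effect at the top dose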
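AmpC (5.3 nM in the dispensed reagent) in 20 mM phosphate pH 7.0 with 0.01% (detergent screen) or 0.0001% Triton X-100 was preincubated with compounds for 15 min at room temperature. Nitrocefin was then added from an 800 uM solution, and hydrolysis was followed at 480 nm.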
Giardia FBPA inh: qHTS Assay for Inhibitors of Fructose-1,6-bisphosphate Aldolase from Giardia Lamblia; A8B2U2; purified Giardia FBPA; Potency, µM (titrated, usually from 59.6 µM), for the others: top-dose activity, negative = inhibition, actives largely listed as inhibitors; 0.71% of 290,000 active; also: potency is read from the fitted curve at half-maximal effect; % is scaled to controls: 0 for no effect and ±100 for the full control effect; nearly all actives have a fitted effect of over 55% in size
Target sequence (A8B2U2 whole entry, looked up): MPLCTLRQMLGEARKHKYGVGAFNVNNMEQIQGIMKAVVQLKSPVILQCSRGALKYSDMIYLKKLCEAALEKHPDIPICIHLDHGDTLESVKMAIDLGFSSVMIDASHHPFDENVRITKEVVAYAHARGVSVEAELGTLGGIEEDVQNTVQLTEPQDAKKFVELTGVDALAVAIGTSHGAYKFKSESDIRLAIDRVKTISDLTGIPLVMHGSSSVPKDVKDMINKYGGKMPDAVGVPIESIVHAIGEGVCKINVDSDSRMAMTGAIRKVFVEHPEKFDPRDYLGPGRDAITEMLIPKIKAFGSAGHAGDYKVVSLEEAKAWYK
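Giardia FBPA (40 nM reagent) was preincubated 10 min at RT with compound (up to 57.5 uM final), then substrate plus GAPDH/TPI/NAD/arsenate coupling system with diaphorase/resazurin was added; resorufin fluorescence (525/598 nm) was read after 20 min.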
AMA1-RON2 inh: qHTS for Inhibitors of AMA1-RON; Towards Development of Antimalarial Drug Lead: Primary Screen; Plasmodium falciparum AMA1 (3D7) - RON2 peptide interaction; AlphaScreen AMA1-biotinylated RON2 peptide binding; Potency, µM (series often up to 58.2 µM), for inactives: top-dose activity change, negative = inhibition, usual class: inhibitors; 0.2% of 360,000 active; AID 720542, 2013;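 also: potency is read from the fitted curve at half-maximal effect; 0% = vehicle wells and -100% = peptide control; nearly all actives have a fitted effect of over 45% in size; some results filed as inactive show a strong effect at the top dose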
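AMA1 (3D7) with his tag at 25 nM final met compounds first, then biotinylated RON2 peptide at 25 nM; detection used donor plus acceptor beads, 10 µg/mL apiece, read by AlphaScreen after 30 min at room temperature.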
Cycloheximide cs: Cycloheximide Counterscreen for Small Molecule Inhibitors of Shiga Toxin. cell reporter, cycloheximide protein synthesis inhibition counterscreen. max response, %. 12% of 300,000 active. AID 2314, 2010; in the data active = max response mostly above about 13%, no sharp cut-off; inactive = mostly below about 14%; also: read at 38.3 µM for the half of the compounds with a filed dose; 0% is about no effect
Shiga toxin inh: A qHTS for Small Molecule Inhibitors of Shiga Toxin. Vero cells, Shiga toxin protein synthesis inhibition reporter. inhibition, % at 38.7 µM. 9.2% of 290,000 active; in the data active = inhibition mostly above about 28%, no sharp cut-off; inactive = mostly below about 43%; also: 0% is about no effect
Numbers without * were called inactive; u = inconclusive; x = not tested or not shown; & = joins results of further samples; [ ] = dose if it differs, or a comment. Unless noted, calls follow the shape of the dose curve; as a rule, active = well fitted curve in the direction sought with a large enough effect; inconclusive = small, poorly fitted or top-dose-only effect, or another doubt; inactive = no such curve, though single readings can be large; an effect the other way counts as inactive or inconclusive.

SMILES	HCMV inh	AmpC detergent	AmpC inh no detg	Giardia FBPA inh	AMA1-RON2 inh	Cycloheximide cs	Shiga toxin inh
COc1ccc(C[C@@H]2c3cc(O)c(OC)cc3CCN2C)cc1O	14	u	-25%	0%	20%	-4	-17
S=c1[nH]nc(-c2ccncc2)n1/N=C/c1cccc2ccccc12	22	-2%	-16%	-6%	x	1	4
CCOC(=O)C(C(=O)OCC)N(Cc1cc(OC)ccc1OC)C(=O)C1CC(CO[Si](C)(C)C(C)(C)C)=CN1C(=O)OC(C)(C)C (stereo unspecified)	x	x	x	-2%	x	23	5
Cc1ccc(S(=O)(=O)N2CCN(C(=O)C3CCCO3)CC2)cc1 (stereo unspecified)	36	-5%	19%	x	-2%	-2	-26
CCCCN(S(=O)(=O)c1ccccc1)S(=O)(=O)c1ccccc1	u	-12%	-31%	3%	21%	-11	1
Cc1ccc(C(=O)Nc2ccccc2[N+](=O)[O-])cc1S(=O)(=O)N1CCOCC1	-7	-2%	48%	9%	-4%	11	20
COc1cccc(NC(=O)C2CCCN2C(=O)OCc2ccccc2)c1 (stereo unspecified)	15	-1%	-14%	5%	3%	-2	-4
O=C(N/C(=C/c1cccc([N+](=O)[O-])c1)C(=O)N1CCCCCC1)c1ccco1	2	-1%	33%	x	3%	3	-9
CN(C)c1ccc(NC(=S)NC(=O)/C=C/c2ccc(Cl)cc2)cc1	-33	-1%	-17%	11%	10%	53*	105*
COc1ccc(N2CC(C(=O)OCC(=O)Nc3cccc(C)c3)CC2=O)cc1 (stereo unspecified)	-15	-5%	6%	0%	10%	-5	-7
CCOC(=O)Cn1nc(C)c(NC(=O)COc2ccc(C)c(C)c2)c1C	-61*	-4%&-2%	3%	4%	-7%	-9	-3
Cc1ccc(C(=O)CCS(=O)(=O)c2ccc(Cl)cc2)cc1	-17	3%	-5%	4%	-5%	1	19
COc1ccc(C(=O)NN=C(Cc2ccccc2)Cc2ccccc2)cc1OC	-18	-3%	-13%	1%	78%[activator]	0	11
COc1ccc(-n2c(=S)[nH]c3cc(C(=O)NCc4cccnc4)ccc3c2=O)c(OC)c1	-19	2%	-1%	u	55%[activator]	-6	-4
CCN(CC)S(=O)(=O)c1ccc2nnn(O)c2c1	-32	-5%	-16%	24%	3%	6	-2
Cc1ccc(NC(=O)c2oc(=O)c3ccccc3c2-c2ccccc2)c(C)c1	11	-1%	-28%	0%	-12%	-6	-10
N[C@@H](Cn1c2c(c(=O)[nH]c1=O)CCC2)C(=O)O	x	x	x	5%	x	-3	5
CC(C)N1CCN(S(=O)(=O)c2ccccc2)CC1	-16	u	-11%	u	u	-3	-2
Cc1ccc(S(=O)(=O)Nc2ccccc2F)cc1C(=O)OC(C)C(=O)N1CCOCC1 (stereo unspecified)	-12	-6%	-7%	x	-4%	x	x
Cc1nn(C(C)C(=O)NCc2cccs2)c(C)c1[N+](=O)[O-] (stereo unspecified)	-17	2%	-13%	5%	-6%	-3	22
O=C(COC(=O)C1(c2ccc(Cl)cc2)CCCC1)NC1CCS(=O)(=O)C1 (stereo unspecified)	-32	-2%	56%	0%	1%	-2	-7
CC1(C)CC(=O)c2c(O)c(-c3ccccc3)c(=O)n(-c3ccccc3)c2C1	-16	u	-6%	-1%	-3%	-4	-9
Clc1cc(NC2CCCCC2)ncn1	76	0%	1%	4%	-1%	3	-10
CCN(CC)c1ccc(C(=S)NCc2ccccc2)cc1	2	2%	-56%	-13%	-8%	10	37
O=C(O)c1nn2c(c1Br)NC(c1ccccc1)CC2C(F)(F)F (stereo unspecified)	-7	2%	-13%	21%	8%	-3	-4
CC(NC(=O)CN(c1ccc(F)cc1)S(C)(=O)=O)c1ccccc1 (stereo unspecified)	-6	1%	-2%	-1%	-6%	0	-7
Cc1ccc(NC(=S)NNC(=O)Cn2nc([N+](=O)[O-])cc2C)cc1	8	3%	-19%	u	72%[activator]	-1	15
CCOc1cc(/C=C2\COc3ccccc3C2=O)ccc1OCC(=O)N(C)C	47	-2%	162%[activator]	6%	3%	-3	-6
Cc1ccc(NC(=O)CSc2ncccn2)cc1F	25	-7%	-30%	0%	-4%	46*	64*
CCOc1ccc(NC(=O)C2CC(=O)OC2c2ccccc2)cc1 (stereo unspecified)	-2	4%	-11%	2%	-4%	1	-8
O=C(NCc1cnn(-c2ccc(F)cc2)c1)C1CCC(=O)N(C2CC2)C1 (stereo unspecified)	-16	2%	12%	x	-5%	13	-6
O=Nc1c(O)n(Cc2ccccc2)c2ccccc12	-28	1%	-28%	13%	-18%	-2	-9
COc1nc(-c2ccc(C)cc2)ccc1-c1noc(-c2ccco2)n1	5	-11%	-16%	4%	7%	28*	70*
CCOC(=O)c1[nH]nc(C(=O)c2ccc(Br)cc2)c1O	30	3%	-24%	1%	1%	14	63*
COc1ccc(CN2C=C3C(=O)C(C)(OC(=O)CCc4ccccc4)C(=O)C=C3C=C2c2ccc(C#N)cc2)cc1 (stereo unspecified)	-25	2%	18%	u	-11%	6	60
CC(C)(CO)N=Cc1c(O)[nH]c2ccccc12	x	0%	-11%	4%	1%	-3	-11
COc1cccc(NC(=S)/C(=C(\[O-])c2ccc([N+](=O)[O-])cc2)[n+]2ccccc2)c1	-28	9%	-20%[11.4 µM]	-8%	10%	24*	66*
CCSC1=C(C#N)C(c2ccc(Cl)cc2)C2=C(CCCC2=O)N1 (stereo unspecified)	-10	3%	-27%	-12%	2%	-6	-5
Cc1ccc(-c2cc(C(=O)n3cnc4ccccc43)c3ccccc3n2)cc1C	139	-1%	-41%	-5%	4%	13	23
COc1ccc2sc(N3C(=O)CC(Cc4cccc(C)c4)C3=O)nc2c1 (stereo unspecified)	-16	u	-31%	4%	-3%	-2	-15
COc1ccc(CCN(Cc2cc3ccc(C)cc3n3nnnc23)C(C)=O)cc1OC	-100*	4%	89%[activator]	0%	-2%	8	-10
CC/C(=N/O)C(=O)c1ccc(Br)cc1	0	-6%	-13%	0%	8%	8	25
COc1ccc(C(=O)Nc2sc3c(c2C#N)CCN(C(C)=O)C3)cc1	-6	2%	-4%	u	25%	3	-7
Oc1ccc(N2CCN(Cc3ccc(OCCCN4CCCCC4)cc3)CC2)cc1	-4	-9%	-5%	u	-13%	-2	-3
Cc1ccsc1C(=O)Nc1nc2ccccc2[nH]1	55	0%	-25%	-9%	72%[activator]	28*	75*
CCCCn1c(O)c(/C=C2\C=NN=C2c2ccccc2)sc1=S	-37	-10%	-29%	2%	-9%	0	-14
CC(=O)N(Cc1ccco1)C1(C(=O)NC2CCCC2)CCCCC1	107	-5%	-3%	1%	-9%	0	8
C/C(N)=C(/C#N)C(=O)COC(=O)c1cc(-c2ccccc2)nc2ccc(Br)cc12	x	0%	-21%	0%	x	-2	-3
Cc1ccc(N2CC(C)Cn3c2nc2c3c(=O)[nH]c(=O)n2C)cc1C (stereo unspecified)	u	-11%	0%	1%	-4%	1	-2
COCCCNC(=O)Cn1cnc2sc(C)c(S(=O)(=O)N3CC(C)CC(C)C3)c2c1=O (stereo unspecified)	x	3%	-11%	4%	2%	-5	-4
Cc1cc(NS(=O)(=O)c2ccc(NC(=S)NC(=O)c3ccncc3)cc2)no1	-24	2%	-19%	-8%	-6%	-2	6
O=C(Nc1cc(Cl)ccc1O)C1CC(c2ccccc2O)=NO1 (stereo unspecified)	-9	-6%	-49%	19%	48%	1	28
Cc1ccccc1NC(=S)N/N=C/c1ccc(O)cc1O	-36	2%	u	20%	62%[activator]	41*	100*
Clc1nc(CN2CCOCC2)nc2sc3c(c12)CCC3	-29	2%	-2%	0%	-10%	-2	35
CCCCCn1c(CNC(C)=O)nc2ccccc21	-20	-4%	0%	-1%	-3%	-4	0
CCN(CCCn1c(SCC#N)nc2ccccc2c1=O)c1ccccc1	-1	u	-36%	-1%	u	8	-8
CC1CCc2c(sc(NC(=O)C3CCCO3)c2C#N)C1 (stereo unspecified)	-31	-12%	-9%	0%	-1%	37*	107*
O=C(CN1C(=O)C2CC=CCC2C1=O)Nc1ccc(Br)cc1 (stereo unspecified)	-3	7%	0%	x	16%	1	14
Cc1nc(C)c(-c2ccccc2)c(=O)[nH]1	1	u	2%	-1%	0%	-8	-33
C[C@@H]1COC(=O)[C@@H](Cc2ccc(F)cc2)C/C=C\C[C@@H](CC(=O)N[C@H](CO)Cc2ccccc2)C(=O)N1	-25	x	171%[activator]	x	12%	x	x

3 structures from above, sorted by heavy-atom count, ascending.
SMILES	HCMV inh	AmpC detergent	AmpC inh no detg	Giardia FBPA inh	AMA1-RON2 inh	Cycloheximide cs	Shiga toxin inh
Cc1nc(C)c(-c2ccccc2)c(=O)[nH]1	1	u	2%	-1%	0%	-8	-33
CCN(CC)c1ccc(C(=S)NCc2ccccc2)cc1	2	2%	-56%	-13%	-8%	10	37
CCOC(=O)Cn1nc(C)c(NC(=O)COc2ccc(C)c(C)c2)c1C	-61*	-4%&-2%	3%	4%	-7%	-9	-3

Limited to HCMV inh, for some of the entries so far:
SMILES	HCMV inh
COc1ccc(-n2c(=S)[nH]c3cc(C(=O)NCc4cccnc4)ccc3c2=O)c(OC)c1	-19
CCN(CC)S(=O)(=O)c1ccc2nnn(O)c2c1	-32

Other entries
SMILES	HCMV inh	AmpC detergent	AmpC inh no detg	Giardia FBPA inh	AMA1-RON2 inh	Cycloheximide cs	Shiga toxin inh
COc1cc(C2C(C(=O)OC(C)C)=C(C)Nc3[nH]c(=O)[nH]c(=O)c32)ccc1O (stereo unspecified)	3	u	-33%	-8%	24%	0	6
Cc1ccc(-c2ccc(C3C4C=CCCC4(C)C(=O)N3Cc3ccccc3)c(F)c2)cc1 (stereo unspecified)	x	x	x	-3%	x	8	13
COc1cccc(C(=O)N2CCN(c3ccc(N4CCOCC4)nn3)CC2)c1	0	5%	-28%	x	-11%	x	x
O=C(NCc1nnc(SCC(=O)N2CCCc3ccccc32)o1)c1ccco1	16	8%	-6%	6%	-8%	-4	8
CC1CCCC(C)N1C(=O)c1cc(-c2cccs2)on1 (stereo unspecified)	-7	-7%	-10%	7%	7%	26*	70*
COc1ccc(OC)c(S(=O)(=O)NC2CC(=O)N(c3ccc(C)c(C)c3)C2)c1 (stereo unspecified)	-2	u	u	x	-15%	x	x
Cc1ccc(NC2=NC3(CCCCC3)N=C(N)N2)c(C)c1	-30	0%	-27%	-6%	-5%	-3	-12
O=C(C1CCC1)N1CCc2cc(S(=O)(=O)NC3CCCC3)ccc21	19	-6%	-22%	3%	-11%	-3	-3
COC(=O)C1=C(C(=O)OC)[C@@H]2Nc3ccccc3[C@@]23C[C@@H](C(=O)OC)N(C(=O)CC(C)C)C3=N1	3	x	x	-1%[12.9 µM]	-3%	x	x
